CSN deneddyl inh – inhibitors of CSN-mediated cullin deneddylation, primary screen, biochemical, fluorescence polarization, uHTS. Purified CSN, SCF-Nedd8-OG deneddylation. inhibition, % at 12.5 µM. actives 0.38% (n = 360,000);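 active means pattern-corrected inhibition above about 35%, with an unprinted fluorescence ratio check between 0.5 and 1.5, limit read from the data, passing the limit was not always enough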;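 further: 0% = enzyme with substrate and 100% = substrate without enzyme; some results filed as inactive read as strong as hits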
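test system = HEK293T-derived human Csn5 enzyme | amount = 0.24 nM Csn5 enzyme, final concentration | medium = Tris/NaCl/DTT buffer, pH 7.5 | schedule = 90 min reaction at room temperature | signal = FP | evaluation = inhibition of Csn5 cleavage, % | compound dosing = single dose of 12.5 µM compound with 0.25% DMSO | probe or stimulus = 10 nM SCFSkp2-Nedd8OG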
Scp-1 inhibitor – Scp-1 phosphatase inhibitors, primary screen, biochemical, colorimetric, uHTS | Carboxy-terminal domain RNA polymerase II polypeptide A small phosphatase 1 (Homo … | Recombinant Scp1, phosphopeptide, malachite green phosphate absorbance | inhibition, % at 20 µM | actives 0.88% (n = 340,000);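 active means inhibition above about 50% at 20 µM, limit read from the data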;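 further: plate controls were DMSO wells with enzyme for no effect and wells lacking enzyme for full effect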
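System: SCP-1 catalytic domain; Reagent: Phospho 17-mer peptide substrate; Doses: one concentration, 20 µM, with 1.0% DMSO; Incubation: 45 min room-temperature reaction, 5 min colour, 30 min stabiliser; Signal: Phosphate-binding colour reagent, absorbance read at 630 nm.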
SUMO1 PPI mod – modulators of SUMO1 protein-protein interactions, primary screen, biochemical, uHTS | actives 0.33% (n = 360,000) | Small ubiquitin-related modifier 1 (Homo sapiens), P63165 | SUMO1 binding to a labelled peptide, TR-FRET, 1 h | inhibition, % at 20 µM; in the data active means inhibition above about 37%
TbMetRS inhib – T. brucei MetRS inhibitors, primary screen, biochemical, luminescence; actives 0.4% (n = 360,000); methionyl-tRNA synthetase (Trypanosoma brucei brucei); AID 624268, 2012; inhibition, % at 11.9 µM; purified T. brucei MetRS, ATP depletion, Kinase-Glo luminescence;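 active means inhibition above a per-plate cutoff of the control wells' mean inhibition plus 3 SD, cut at about 5.5% in these data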;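 further: 0% = DMSO wells median and 100% = median of wells with control inhibitor compound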
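Dosing: 11.9 µM compound single dose, 0.9% DMSO; Assay system: purified T. brucei MetRS enzyme; Measured by: Kinase-Glo luciferase luminescence reporting remaining unconsumed ATP; Schedule: 15 min plus 2 h at 25 °C.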
Rpn11 block – Rpn11 (PSMD14) deubiquitinase inhibitors, primary screen, biochemical, fluorescence polarization, uHTS; 26S proteasome non-ATPase regulatory subunit 14 (Homo sapiens), O00487; human 26S proteasome, Ub4-pepOG fluorescence polarization; 20S core pre-blocked with epoxomicin; calls only at 20 µM; actives 0.59% (n = 360,000);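 active means inhibition at 20 µM, scaled to each plate's controls, above about 33%, limit read from the data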
Target sequence (O00487 whole entry, looked up): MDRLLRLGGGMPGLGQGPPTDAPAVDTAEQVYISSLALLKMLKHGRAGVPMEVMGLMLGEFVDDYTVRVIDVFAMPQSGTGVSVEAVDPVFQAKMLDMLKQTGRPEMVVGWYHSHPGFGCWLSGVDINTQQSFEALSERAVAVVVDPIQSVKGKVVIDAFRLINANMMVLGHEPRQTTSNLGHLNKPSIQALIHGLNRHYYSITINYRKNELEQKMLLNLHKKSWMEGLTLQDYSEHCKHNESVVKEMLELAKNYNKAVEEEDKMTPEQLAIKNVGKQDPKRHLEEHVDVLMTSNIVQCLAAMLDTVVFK
MLLE-PAM2 inh – inhibitors of PABP1 MLLE–PAM2 peptide binding, primary screen, biochemical, fluorescence polarization, FITC-PAM2, GST-MLLE; Polyadenylate-binding protein 1 (Homo sapiens), P11940; inhibition, % at 20 µM; actives 0.36% (n = 360,000); AID 588489, 2011; in the data active means inhibition above about 35%, passing the limit was not always enough;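 further: plate controls were DMSO wells with GST-MLLE for no effect and wells lacking GST-MLLE protein for full effect; some results filed as inactive read as strong as hits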
Target sequence (P11940 whole entry, looked up): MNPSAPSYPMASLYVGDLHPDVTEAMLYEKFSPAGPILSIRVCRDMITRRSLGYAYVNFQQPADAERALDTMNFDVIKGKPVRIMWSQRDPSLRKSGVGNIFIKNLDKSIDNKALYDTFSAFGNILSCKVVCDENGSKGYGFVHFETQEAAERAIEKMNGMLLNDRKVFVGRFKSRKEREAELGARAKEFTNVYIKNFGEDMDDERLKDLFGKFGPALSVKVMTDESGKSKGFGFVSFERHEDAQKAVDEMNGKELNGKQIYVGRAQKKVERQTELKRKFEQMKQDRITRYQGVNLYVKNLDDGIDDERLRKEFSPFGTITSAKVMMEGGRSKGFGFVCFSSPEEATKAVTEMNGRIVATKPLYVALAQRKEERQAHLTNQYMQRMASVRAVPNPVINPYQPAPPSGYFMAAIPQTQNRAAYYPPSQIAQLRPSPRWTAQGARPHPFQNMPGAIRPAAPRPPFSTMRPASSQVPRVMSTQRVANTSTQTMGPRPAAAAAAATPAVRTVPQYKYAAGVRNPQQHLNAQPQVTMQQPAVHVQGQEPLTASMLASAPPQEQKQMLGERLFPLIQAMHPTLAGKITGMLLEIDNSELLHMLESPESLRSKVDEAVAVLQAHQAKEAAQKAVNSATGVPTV
STEP block – STEP phosphatase inhibitors, primary screen, biochemical, fluorescence intensity, uHTS. Tyrosine-protein phosphatase non-receptor type 5 (Homo sapiens), P54829. recombinant STEP, OMFP fluorogenic substrate. inhibition, % at 20 µM. actives 0.25% (n = 360,000). AID 588621, 2011;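 active means inhibition at 20 µM, scaled per plate between control wells, above about 37%, limit read from the data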;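 further: 0% = DMSO with enzyme and substrate and 100% = substrate only without enzyme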
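System: STEP (striatal-enriched tyrosine phosphatase) enzyme, cell-free; medium: Bis-Tris pH 6.0 buffer with DTT, detergent; dosing: 20 µM, 1% DMSO; times: reaction 20 min, ambient temperature; detection: fluorescence, 480/540 nm; read-out basis: normalized % inhibition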
LMPTP block – LMPTP phosphatase inhibitors, primary screen, biochemical, fluorescence intensity, uHTS; inhibition, % at 20 µM; actives 0.22% (n = 360,000); Low molecular weight phosphotyrosine protein phosphatase (Homo sapiens), P24666; recombinant LMPTP-A, OMFP fluorogenic substrate;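 active means compounds that cut the enzyme signal by at least half of the control window in the single-dose screen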;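 further: plate controls were DMSO wells with enzyme plus substrate for no effect and substrate without enzyme for full effect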
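Test system – LMPTP-A phosphatase enzyme · Quantity – 0.625 nM LMPTP-A final · Reagent – OMFP substrate, 400 µM final · Dosing – one test concentration per compound, 20 µM, with 3% DMSO overall · Timing – 50 min enzyme reaction at room temperature, protected from light · Detection – fluorescence intensity · Controls – substrate-only low control, DMSO enzyme-plus-substrate high control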
DNMT1 block – human DNMT1 methyltransferase inhibitors, primary screen, biochemical, molecular beacon, fluorescence, HinP1I cleavage, uHTS | actives 0.83% (n = 360,000) | inhibition (reported as % activation of signal), % at 10 µM | DNA (cytosine-5)-methyltransferase 1 (Homo sapiens), P26358; in the data active means inhibition above about 50%
NadD inh – inhibitors of S. aureus NadD, primary screen, biochemical, colorimetric, uHTS; inhibition, % at 20 µM; actives 0.78% (n = 360,000); purified NadD enzyme, colorimetric absorbance read-out; in the data active means inhibition above about 26%; further: some compounds past the cut are filed as inactive
Active calls of the source: *; i = inactive; . = no result given.

Structure,CSN deneddyl inh,Scp-1 inhibitor,SUMO1 PPI mod,TbMetRS inhib,Rpn11 block,MLLE-PAM2 inh,STEP block,LMPTP block,DNMT1 block,NadD inh
COc1ccc(NC(=O)C2Cc3c(-c4cccc(C(C)=O)c4)ccnc3O2)cc1 (centres undefined),-3,.,-1,0.0,i,3,0,0.1,2,1
CCN(CC)CCN(Cc1cc2cc(C)cc(C)c2[nH]c1=O)C(=S)NCc1ccco1,1,1,-4,-0.5,i,-73,-1,-0.2,-2,12
CC12CCC(=O)C=C1CCC1C2C(O)CC2(C)C1CCC2(O)C(=O)COC(=O)CCC1CCCC1 (centres undefined),0,.,6,0.1,i,3,-1,1.6,-4,-3
Cc1ccc(C(C)C)c(OCCn2ccnc2C)c1,3,-10,6,-0.7,i,5,-1,-0.4,2,-3
CC1CCN(c2ccccc2NC(=O)c2cc3ccccc3o2)CC1,-1,2,5,-0.3,i,14,5,4.1,7,18
CCCOc1ccc(C2C(=O)N(C3CCCCC3)CC(=O)N2CCCOCC)cc1OC (centres undefined),-3,-8,-3,-0.7,i,0,3,-1.6,6,-8
CC1N=C2c3ccccc3N=C(SCc3cc(=O)n4cc(Cl)ccc4n3)N2C1=O (centres undefined),4,13,-11,0.8,i,13,-4,-0.2,-3,14
COc1ccc(C2/C=C\CC(OCc3ccccc3)CC(=O)N2Cc2cccc(F)c2)cc1 (centres undefined),-2,-2,1,-1.2,i,6,0,3.8,-5,-2
Cc1ccc(C)c(NC2CCCCC2NS(=O)(=O)c2ccccc2)c1 (centres undefined),1,21,5,-0.7,i,-3,0,0.6,3,-5
CCO[C@@H]1OC(C(=O)NC2CC2)=C[C@H](c2coc3ccccc3c2=O)[C@H]1CCCO,-4,-10,6,-0.1,i,25,-3,-0.3,-2,0
Cc1occc1C(=O)NCCCCNC(=O)c1ccoc1C,1,-7,4,0.6,i,-9,-4,-1.5,-1,-2
Cc1ccc(F)cc1C(=O)N1CCCC(C)(C(=O)NS(=O)(=O)C2CC2)C1 (centres undefined),1,.,-6,-0.2,i,-1,-1,-0.7,6,-2
Cc1c(NC(=O)c2cccs2)c(=O)n(-c2ccccc2)n1C,-3,-5,0,-0.5,i,1,-8,-0.5,0,-5
Cc1ncc([N+](=O)[O-])n1CC(=O)NC1CCCC1,-1,-5,-3,-0.3,i,-2,5,-0.9,0,-3
CCCC(=O)c1c(NCCO)cc(C)oc1=O,8,5,0,-1.1,i,6,-2,-1.3,4,-1
C/C(=N\N=C1\NC(=O)C(CC(=O)O)S1)c1ccccn1 (centres undefined),2,47,-6,-1.4,i,-3,-2,0.8,5,0
CCCN(c1ccc(OCC)cc1)S(=O)(=O)c1ccc2c(c1)NC(=O)CO2,-4,-4,3,-0.3,i,16,0,1.2,1,-4
Cc1nnc(SCC(=O)N(C)c2ccccc2)n1Cc1ccccc1,-3,-3,0,-0.5,i,-20,3,0.9,1,-7
CC(C)CCNC(=O)C(=O)NC1CCCC1,7,-4,3,0.3,i,-4,3,-1.9,-3,1
CCOCCCNCc1cccc(OCc2ccc(F)cc2)c1,-8,-7,-4,-0.2,i,4,2,-2.0,-2,4
O=c1c2ccccc2n2c(=S)[nH]nc2n1-c1ccccc1,2,-3,9,-0.6,i,-21,7,-0.6,-1,0
O=C(Nc1nccs1)c1sc2ccccc2c1Cl,5,-13,-11,-1.2,i,-8,1,-0.5,3,-3
CC(=O)Nc1ccc(NC(=O)C(C)OC(=O)c2cccs2)cc1 (centres undefined),1,-3,2,-0.1,i,-30,-3,-0.9,2,-4
N#C/C(=C(/O)CCl)c1nc2c(s1)CCc1ccccc1-2,15,1,-3,-0.5,i,-38,2,1.1,-12,-4
Cc1noc(C)c1CSCC(=O)Nc1cc(C(F)(F)F)ccc1N1CCCCC1,0,-7,30,0.2,i,-11,2,4.0,6,2
O=C(CSc1nc2ccccc2n1Cc1ccc(Cl)cc1)N/N=C/c1ccc(C(=O)O)cc1,-6,18,0,0.1,i,-10,4,3.1,1,25
O=C(O)CCS(=O)(=O)Cc1cccc(Cl)c1,-2,-6,0,-0.5,i,0,2,-2.2,1,-5
Cn1c(Cn2nnc3ccccc32)nnc1SCC(=O)Nc1ccc2c(c1)OCO2,-3,18,0,-0.8,i,6,2,0.7,6,-3
Cc1ccc(Cc2cnc(NC(=O)/C(C#N)=C/c3ccc(-c4ccc([N+](=O)[O-])cc4)o3)s2)cc1,-2,-5,-17,-0.6,i,-5,6,2.8,52*,48*
C=CCS(=O)(=O)N1CCC(CCOc2ccccc2)(C(=O)OCC)CC1,1,-4,-2,1.3,i,6,-3,-0.3,3,-7
Cc1cc(C)n2nc(CNS(=O)(=O)c3ccc(C)c(C)c3)nc2n1,1,-4,0,-0.1,i,1,-2,0.1,0,1
CN1CCN(CCCNC(=O)c2ccc(/C=C3\Sc4ccccc4N(Cc4ccccc4F)C3=O)cc2)CC1,2,-2,-150,-1.3,i,9,2,-3.9,-2,-3
O=c1c2c3c(sc2ncn1-n1cccc1)CCCCC3,0,-6,-5,0.4,i,4,0,0.8,2,-5
OC[C@@H]1CN(Cc2ccc(F)cc2)C[C@H](n2cnc3c(NC4CC4)ncnc32)O1,1,.,-12,-0.2,i,-5,-1,0.8,13,-6
CCOc1ccc(-n2c(=O)c3c4c(sc3n(CC(=O)NCCCOC)c2=O)CCCCC4)cc1,4,-10,-2,-0.4,i,1,2,-0.5,1,2
NC(=S)NN=C1CCCCCCCCC1,-3,2,-6,-0.3,i,-6,-1,-0.3,7,10
CC(C)C(NC(=S)NCc1ccccc1)C(=O)O (centres undefined),-1,-2,-4,0.3,i,-17,0,-0.2,0,-4
Cc1ccc(N2C(=O)CCC2(C#N)c2ccccc2)cc1 (centres undefined),2,0,2,-0.5,i,-1,1,-2.1,0,1
CCOC(=O)CSc1nnc(CNC(=O)c2cc(OCC)c(OCC)c(OCC)c2)n1C,-2,-9,7,-0.1,i,-6,-10,-1.5,1,-5
CN1CCCC(OC(=O)COc2ccc(Br)cc2)C1 (centres undefined),2,-15,2,-0.3,i,17,-2,-1.5,1,-6

Full records, quoted from the list. Values in the order: CSN deneddyl inh	Scp-1 inhibitor	SUMO1 PPI mod	TbMetRS inhib	Rpn11 block	MLLE-PAM2 inh	STEP block	LMPTP block	DNMT1 block	NadD inh
CCOc1ccc(-n2c(=O)c3c4c(sc3n(CC(=O)NCCCOC)c2=O)CCCCC4)cc1 is listed as 4	-10	-2	-0.4	i	1	2	-0.5	1	2
CC(C)C(NC(=S)NCc1ccccc1)C(=O)O (centres undefined) is listed as -1	-2	-4	0.3	i	-17	0	-0.2	0	-4
CCOC(=O)CSc1nnc(CNC(=O)c2cc(OCC)c(OCC)c(OCC)c2)n1C is listed as -2	-9	7	-0.1	i	-6	-10	-1.5	1	-5

(list continues)
Structure,CSN deneddyl inh,Scp-1 inhibitor,SUMO1 PPI mod,TbMetRS inhib,Rpn11 block,MLLE-PAM2 inh,STEP block,LMPTP block,DNMT1 block,NadD inh
O=C(N/N=C/C1CC=CCC1)c1ccccc1O (centres undefined),2,12,0,-0.1,i,2,1,-0.8,0,3
O=[N+]([O-])c1ccccc1CSc1ccccn1,2,-17,-16,0.6,i,11,0,0.2,4,1
O=C1C=C(O)C(n2cncn2)C(c2cc(F)ccc2F)C1 (centres undefined),-5,-5,-2,1.1,i,3,-2,-0.9,1,8
CCOC(=O)C1C(=O)NC(N2CCN(Cc3ccccc3)CC2)=NC1c1ccco1 (centres undefined),1,-3,-1,-1.5,i,-4,0,-2.1,4,0
CCn1cc(CN2CCC(n3nccc3NC(=O)CCOc3ccccc3)CC2)cn1,5,-5,0,-0.4,i,-9,-2,-1.1,0,-8
CCCCNC(=S)N/N=C/c1ccc(C#N)cc1,-4,-4,-2,0.2,i,13,3,1.0,-1,-5
Cn1ncc([N+](=O)[O-])c1C(=O)N/N=C/c1c[nH]c2ccccc12,-2,-1,-17,-1.5,i,-4,-2,0.2,3,-2
CCc1ccc(NC(=O)CCc2nc3ccccc3[nH]2)cc1,-1,0,2,-0.5,i,-15,11,9.6,4,-4
Cc1noc(C)c1C(=O)Nc1ccc(-n2ccc(C(F)(F)F)n2)cc1,2,-12,1,-0.4,i,0,0,-0.3,-2,-4
